# HepG2 viability: kills HepG2 cells in TGF-b inhibitor counter-screen. HepG2 CAGA-GFP viability, ATP luminescence, 18 h. Potency, µM (titrated, usually from 46.1 µM), inactives show at the top dose activity change, negative = cytotoxicity, hits mostly cytotoxic. 410,000 tested, 0.76% active. AID 588856; further: some results filed as inactive show a strong effect at the top dose
#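 CellTiter-Glo luminescence gave cytotoxicity after 18 hours at 37 degrees C. The cells were HepG2 CAGA-GFP in 1% FBS DMEM, stimulated with 500 pg/mL TGF-beta after compound addition. %Activity was normalised to no-cell wells (complete cell-killing) and DMSO (no toxicity), and curves were fitted and classified.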
# TGFb inhibitor: TGF-b pathway inhibition; HepG2 CAGA-GFP TGF-b/SMAD3 reporter, GFP fluorescence, 18 h; TGF-beta stimulated, 500 pg/mL final; Potency, µM (highest dose often 46.1 µM), inactives show at the top dose activity, negative = inhibition, actives largely listed as inhibitors; 410,000 tested, 1.2% active; further: on the % scale 0 is the no-effect control and ±100 the full control effect; nearly all actives have a fitted effect of over 65% in size
#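 Smad-responsive CAGA-GFP expression was quantified in HEPG2 cells exposed to compounds and 500 pg/mL final TGF-beta for 18 h at 37 degrees C; unstimulated wells defined full inhibition.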
# Nrf2 inh: Nrf2 pathway inhibition; 360,000 tested, 2.1% active; AID 504444; A549 ARE-Fluc reporter, luciferase luminescence, 18-24 h; Potency, µM (highest dose often 46 µM), for inactives: top-dose activity change, negative = inhibition, most hits filed as inhibitors; further: on the % scale 0 is the no-effect control and ±100 the full control effect; nearly all actives have a fitted effect of over 60% in size
#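 Nrf2 activity is the BugLite luminescence, read 15 min after reagent at room temperature, following CellTiter-Fluor cytotoxicity readout (30 min, 37C). Compound titrations were applied for 18-24 h to 5000 A549 ARE_Fluc cells/well in 5% FBS OPTI-MEM.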
# EPAC2 antagonist: blocks human EPAC2 exchange factor; Q8WZA2; EPAC2 GEF exchange of Rap1B-BODIPY-GDP, fluorescence; Potency, µM (series often up to 114 µM), for the others: top-dose activity, negative = inhibition, usual class: inhibitors; 360,000 tested, 0.18% active; AID 720708; further: on the % scale 0 is the no-effect control and ±100 the full control effect; nearly all actives have a fitted effect of over 45% in size; many of its hits are not listed in these tables
# Target sequence (Q8WZA2 whole entry, looked up): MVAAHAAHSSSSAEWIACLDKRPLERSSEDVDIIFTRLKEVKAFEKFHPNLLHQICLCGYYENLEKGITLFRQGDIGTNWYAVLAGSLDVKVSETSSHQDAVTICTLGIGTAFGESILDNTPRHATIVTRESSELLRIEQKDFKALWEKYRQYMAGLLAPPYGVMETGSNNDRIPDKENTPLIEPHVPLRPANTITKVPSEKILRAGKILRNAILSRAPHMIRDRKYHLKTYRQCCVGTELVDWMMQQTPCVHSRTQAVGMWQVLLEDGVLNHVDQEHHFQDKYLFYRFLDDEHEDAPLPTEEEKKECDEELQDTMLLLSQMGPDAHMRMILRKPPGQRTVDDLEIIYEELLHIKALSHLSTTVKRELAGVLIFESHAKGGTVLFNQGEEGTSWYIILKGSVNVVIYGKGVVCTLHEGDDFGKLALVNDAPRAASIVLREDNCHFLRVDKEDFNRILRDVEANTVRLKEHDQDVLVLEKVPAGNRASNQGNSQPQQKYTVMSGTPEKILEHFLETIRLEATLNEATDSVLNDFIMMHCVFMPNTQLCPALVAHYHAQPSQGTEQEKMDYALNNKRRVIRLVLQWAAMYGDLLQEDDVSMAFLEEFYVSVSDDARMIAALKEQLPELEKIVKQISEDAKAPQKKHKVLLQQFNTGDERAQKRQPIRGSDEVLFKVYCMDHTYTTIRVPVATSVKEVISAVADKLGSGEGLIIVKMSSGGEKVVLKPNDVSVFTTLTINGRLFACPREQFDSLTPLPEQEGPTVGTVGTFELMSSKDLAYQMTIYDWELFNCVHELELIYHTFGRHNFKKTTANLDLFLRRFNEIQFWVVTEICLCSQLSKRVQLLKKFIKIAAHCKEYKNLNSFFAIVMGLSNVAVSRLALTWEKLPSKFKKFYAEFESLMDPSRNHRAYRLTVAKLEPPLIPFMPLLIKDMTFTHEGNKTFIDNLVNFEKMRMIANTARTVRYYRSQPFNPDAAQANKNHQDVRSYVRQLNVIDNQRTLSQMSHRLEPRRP
# Nrf2 ARE act: activators of Nrf2 (ARE) signaling. AREc32 ARE-luciferase reporter (MCF7-derived line), luminescence, 24 h. Potency, µM (series often up to 46.1 µM), for the others: top-dose activation, most hits filed as activators. 410,000 tested, 0.31% active. AID 624171; further: % of control where 0% means no effect; nearly all actives have a fitted effect of over 65% in size
#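 Cells of the AREc32 ARE-luciferase line are plated in OPTI-MEM containing 5% FBS and left overnight at 37 deg C. Compounds are pinned in, incubation continues 24 hr, and firefly luciferase signal is then measured.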
# S2 tox: reduces viability in counter-screen for ATXN expression inhibitors; S2 cells (HEK-293 line with an ATXN2-luciferase reporter) viability, CellTiter-Fluor protease fluorescence, 24 h; Potency, µM (titrated, usually from 56.7 µM), usual class: cytotoxic; 400,000 tested, 0.49% active; further: nearly all actives have a fitted effect of over 40% in size
# MCF10A rereplic: induces DNA re-replication in MCF 10a normal breast cells; MCF 10A DNA re-replication, Hoechst nuclear intensity, 48 h; Potency, µM (doses to about 46.1 µM), without a hit: at the highest dose activity, positive = re-replication, actives largely listed as activators; 350,000 tested, 2.9% active; AID 624296; further: % of control where 0% means no effect; nearly all actives have a fitted effect of over 50% in size
# A549 viability: kills or reduces viability of A549 cells in Nrf2 counter-screen. 390,000 tested, 0.16% active. A549 ARE-Fluc cells, CellTiter-Fluor viability, 18-24 h. AID 504648. Potency, µM (series often up to 46 µM), for inactives: at the highest dose activity change, negative = cytotoxicity, usual class: inhibitors; further: on the % scale 0 is the no-effect control and ±100 the full control effect
#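 Cytotoxicity counterscreen: CellTiter-Fluor fluorescence was measured in A549 ARE_Fluc cells after 18-24 h of compound exposure in a concentration series. The subsequent BugLite luminescent read reports ARE-luciferase activity.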
# ATXN2 expr inh: reduces ATXN2 reporter expression in HEK-293 cells | HEK-293 ATXN2-luciferase reporter, luminescence, 24 h | 360,000 tested, 0.72% active | AID 1745845 | Potency, µM (highest dose often 57 µM), inactives show top-dose activity change, negative = inhibition, most hits filed as inhibitors; further: on the % scale 0 is the no-effect control and ±100 the full control effect; nearly all actives have a fitted effect of over 55% in size
#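 ATXN2-luciferase reporter cells (luciferase flanked by upstream and downstream ATXN2 gene portions) were treated 24 h at 37 °C with compounds at up to 57 uM. SteadyGlo luminescence gave expression; GF-AFC fluorescence gave viability.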
# The depositor's hits bear a star; i = inactive; ? = inconclusive; nt = no result given; [ ] = remark or other dose. The call rests on the fitted dose curve; in most records, active means well fitted curve in the direction sought with a large enough effect; inconclusive means small, poorly fitted or top-dose-only effect, or another doubt; inactive means no such curve, though single readings can be large; an effect the other way counts as inactive or inconclusive. Potency means the concentration at half of the fitted maximal effect.
SMILES,HepG2 viability,TGFb inhibitor,Nrf2 inh,EPAC2 antagonist,Nrf2 ARE act,S2 tox,MCF10A rereplic,A549 viability,ATXN2 expr inh
c1ccc(NNC2=NCCCCC2)cc1,-37%,2%,-9%,-1%,1.5%,i,8%,22%,nt
Cc1ccc(S(=O)(=O)c2nc(-c3ccccc3)oc2NCCN2CCOCC2)cc1,8%,30%,-2%,-2%,0.1%,i,-7%,-1%,-4%
COc1cccc(CC2(CO)CCCN(Cc3cnn(-c4ccccc4)c3)C2)c1 (stereo not drawn),-26%,1%,8%,3%,0.3%,i,-9%,3%,-19%
O=C(c1ccc(S(=O)(=O)c2ccccc2)cc1)N1CCCCCC1,19%,-12%,-7%,4%,-0.4%,?,6%,8%,-8%
CCN(C(=O)COC(=O)C(C)(C)Oc1ccc(Cl)cc1)c1c(N)n(Cc2ccccc2)c(=O)[nH]c1=O,1%,6%,-5%,1%,0.1%,i,-2%,0%,-7%
COCCN(C(=O)CN1CCCc2ccccc21)c1c(N)n(Cc2ccccc2)c(=O)[nH]c1=O,0%,33%,9%,12%,3.7%,i,-3%,5%,3%
CC1(C(=O)Nc2cccc3c2CCCC3)CCN1C(=O)C1(c2ccccc2)CC1 (stereo not drawn),-6%,-2%,nt,16%,-0.1%[9.22 µM],i,nt,nt,5%
CNC(=S)NNC(=O)c1cccc(N(C)C)c1,0%,17%,-14%,5%,-0.1%,i,-52%[inhibitor],2%,-20%
Cc1ccc(NC(=O)c2ccc3c(c2)CCN3S(C)(=O)=O)cc1C,-25%,2%,?,-12%,2.7%,i,?,-3%,35%
CC1=CC(C)(C)N(C(=O)CSc2nnc(N)s2)c2cc(C)c(C)cc21,-21%,?,?,3%,-0.1%,i,?,-20%,-12%
COc1cc2ccccc2cc1C(=O)N1CCCCC1,-5%,-17%,0%,-5%,0.5%,i,5%,1%,-4%
COCCNCCCCOc1ccccc1-c1ccccc1,-7%,-3%,8%,10%,-0.4%,i,11%,0%,-11%
CN(Cc1cccc(F)c1)C(=O)C(c1ccccc1)c1ccccc1,-6%,0%,2%,-15%,3.7%,i,1%,4%,0%
O=C(O)/C=C/c1cccc(NC(=O)Nc2ccc([N+](=O)[O-])cc2)c1,0%,-9%,-14%,11%,-0.1%,i,1%,-3%,-10%
COc1ccccc1N=CC1=C(O)CC(c2ccccc2)CC1=O (stereo not drawn),2%,-16%,11%,-12%,6.5%,i,?,-11%,-13%
COc1cc(C=Nc2c(C)cc(C)cc2C)ccc1OC(C)=O,4%,-4%,0%,-4%,0.3%,i,0%,-6%,-5%
O=S(=O)(c1ccc2nc(Cc3ccccc3)[nH]c2c1)N1CCOCC1,5%,16%,-29%,-3%,-0.4%,i,-3%,-4%,4%
Cc1cc(C)n(-c2ncc(-c3ccccc3)nn2)n1,-11%,4%,1%,7%,10%,i,4%,0%,17%
Cc1ccccc1CNC(=O)Cc1csc2ccccc12,-24%,nt,90%,nt,4.8%,nt,nt,16%,nt
CC(=O)c1sc(Nc2ccccn2)nc1C,-3%,-1%,?,-2%,11µM*,i,17%,14%,43%[activator]
COc1ccc(CNC(=O)CSCc2ccccc2Cl)cc1,-1%,-7%,?,-7%,2.8%,i,13%,16%,44%[activator]
O=C1CC(c2ccc(O)c(O)c2)Oc2cc(O)cc(O)c21 (stereo not drawn),2%,1%,26%,-3%,11%,i,-1%,-1%,10%
CC(=O)Nc1cccc(CP(=O)(c2ccccc2)c2ccccc2)c1,-2%,4%,-14%,-1%,-1.4%,i,-1%,4%,-17%
Cc1ccc(OCCNC(=O)c2cccc(C)c2)cc1,1%,-1%,14%,0%,4.7%,?,3%,4%,nt

# 4 compounds from above, sorted by formula weight, ascending.
SMILES,HepG2 viability,TGFb inhibitor,Nrf2 inh,EPAC2 antagonist,Nrf2 ARE act,S2 tox,MCF10A rereplic,A549 viability,ATXN2 expr inh
Cc1cc(C)n(-c2ncc(-c3ccccc3)nn2)n1,-11%,4%,1%,7%,10%,i,4%,0%,17%
Cc1ccc(OCCNC(=O)c2cccc(C)c2)cc1,1%,-1%,14%,0%,4.7%,?,3%,4%,nt
O=C1CC(c2ccc(O)c(O)c2)Oc2cc(O)cc(O)c21 (stereo not drawn),2%,1%,26%,-3%,11%,i,-1%,-1%,10%
COc1cc(C=Nc2c(C)cc(C)cc2C)ccc1OC(C)=O,4%,-4%,0%,-4%,0.3%,i,0%,-6%,-5%

# Further entries follow:
SMILES,HepG2 viability,TGFb inhibitor,Nrf2 inh,EPAC2 antagonist,Nrf2 ARE act,S2 tox,MCF10A rereplic,A549 viability,ATXN2 expr inh
CCCCN(C1CCS(=O)(=O)C1)S(=O)(=O)c1cccs1 (stereo not drawn),2%,8%,8%,-1%,-0.6%,i,?,-6%,15%
Cc1ccccc1-c1nc2c(c(SCc3cccc(Cl)c3)n1)Cc1c(CO)cnc(C)c1O2,6%,-25%,1%,nt,0.4%,i,nt,7%,1%
NS(=O)(=O)c1cccc(NC(=O)Nc2ccc(Cl)cc2)c1,-3%,1%,0%,0%,4.9%,i,-1%,-4%,32%[activator]
O=C(CC(=O)c1cccnc1)c1ccccc1,-4%,-14%,4%,6%,27%,i,2%,0%,-6%
Cc1cc(Cl)ccc1NNC(=O)c1snnc1C,-1%,?,-6%,5%,4.9%,i,?,-7%,-14%
Cc1occc(=O)c1OCc1ccc(Cl)cc1Cl,-17%,0%,-2%,13%,-0.3%,i,-12%,6%,6%
COc1ccc(-c2cc(-c3ccccc3)nc(SC(C)C(=O)O)c2C#N)cc1 (stereo not drawn),-5%,-13%,?,4%,4.4%,i,?,-18%,-6%
CC(C)(C)c1ccc(OCC(=O)Nc2ccc(-c3nc4cccnc4o3)cc2)cc1,-25%,0%,-13%,-7%,-1.0%,i,16µM*,-18%,-5%
C/C(Cl)=C\Cn1c(NCCc2ccccc2)nc2c1c(=O)n(C)c(=O)n2C,-21%,-13%,2.9µM*,-2%,-0.4%,i,18µM*,-16%,?
COc1ccccc1-n1nnnc1SCC(=O)N(C)C1CCS(=O)(=O)C1 (stereo not drawn),2%,3%,3%,4%,-0.4%,i,16%,2%,-5%
O=C(NC(=S)Nc1ccc(CN2CCOCC2)cc1)c1cc2ccccc2o1,-16%,-2%,-3%,-6%,-1.6%,i,2%,3%,-3%
COc1cc(OC)c(NC(=O)c2ccc3nc(C(C)C)oc3c2)cc1Cl,-2%,-1%,nt,nt,-0.4%,nt,nt,-5%,nt
c1ccc2sc(Nc3nc4cc5c(cc4s3)OCO5)nc2c1,-9%,-8%,?,15%,?,i,18µM*,?,140%[activator]
O=C(NC(=S)N1CCc2ccccc21)c1ccccc1Cl,-17%,-19%,?,-3%,5.3%,i,-6%,-7%,-12%
COc1ccc(S(=O)(=O)N2CC(C)N(C(=O)N(C)C)C2C(C)C)cc1 (stereo not drawn),-29%,-9%,-8%,0%,2.2%,i,0%,-1%,-22%
CCCNC(=S)N1CCN(c2nc(C)nc3sc4c(c23)CCCC4)CC1,-19%,-29%,?,-3%,3.5%,?,?,-16%,-21%
Cc1ccc(S(=O)(=O)N2CCOCC2)cc1NC(=O)COC(=O)Cc1ccsc1,-26%,-4%,-5%,-2%,0.1%,i,-2%,0%,7%
CC1(C)CC(=O)c2cc(C(=O)NC3CCSC3=O)c(=O)n(-c3ccccc3)c2C1 (stereo not drawn),-29%,26%,0%,0%,0.0%,i,21%,-3%,-2%
Cc1ccc(CN2CCN(Cc3ccc4c(c3)OCCO4)CC2CCO)cc1 (stereo not drawn),-33%,8%,5%,14%,0.2%,i,-1%,0%,nt
COc1ccc(-n2c(N)c(C(=O)NCC3CCCO3)sc2=S)cc1 (stereo not drawn),-16%,-4%,-15%,-4%,-0.6%,i,-3%,-11%,2%
CC1=C(C(=O)N2CCOCC2)CC(CC(=O)NCc2cccc3ccccc23)C(=O)N1Cc1ccccc1 (stereo not drawn),14%,17%,nt,7%,0.4%,i,nt,nt,0%
Cc1ccc2oc(C(=O)N(Cc3ccccc3F)C3CCS(=O)(=O)C3)c(C)c2c1 (stereo not drawn),-16%,-27%,?,nt,3.1%,nt,nt,0%,nt
COc1ccc(C2C(C(=O)O)c3ccccc3C(=O)N2C)cc1Br (stereo not drawn),5%,6%,11%,9%,-0.6%,i,-3%,-9%,-7%
C=CCn1cccc(C(=O)Nc2ccc(C)c(Cl)c2)c1=O,-4%,?,?,-5%,6.7%,i,-7%,5%,58%[activator]
COc1ccccc1Nc1ncc2c(n1)CCN(Cc1ccc(C)s1)C2,-14%,19%,nt,nt,-0.8%,i,nt,2%,4%
Cc1ccc(-c2noc(-c3nnn(-c4cccc(C(F)(F)F)c4)c3N)n2)cc1,6%,9%,?,nt,-0.8%,i,nt,-1%,5%
COc1ccc(Cl)cc1NC(=S)NC(=O)c1ccc2c(c1)OCO2,-16%,14%,-9%,8%,0.0%,i,?,-9%,-16%
COc1ccc(-c2cc3c(=O)n(CC(=O)NCc4cccnc4)nc(C)n3n2)cc1,-3%,-9%,5%,7%,-1.6%,i,-6%,5%,1%
N#CC1(NC(=O)COC(=O)/C=C/c2ccc3ccccc3n2)CCCCC1,-15%,-11%,-4%,-3%,?,i,54%,1%,17%
CCC1(c2ccccc2)NC(=O)N(CC(=O)Nc2cc(Cl)ccc2N2CCN(C)CC2)C1=O (stereo not drawn),-28%,?,4%,9%,3.5%,i,9%,3%,?
Cc1cc(C)n(-c2ccc(C(=O)NCc3cccs3)cc2)n1,0%,-2%,-27%,12%,-0.9%,i,10%,-15%,6%
COc1nc(Nc2cccc(F)c2)nc(OC)n1,-6%,-8%,1%,0%,?,i,5%,6%,nt
CC1(C)CC(=O)C(N=Nc2cc(C(F)(F)F)ccc2Cl)=C(O)C1,-23%,-24%,4%,8%,22%,?,0.52µM*,-2%,-28%
CCCCOc1ccc(OCCSc2nc3ccccc3n2CC(=O)O)cc1,0%,6%,?,-2%,-0.3%,i,4%,-6%,nt
CCOC(=O)c1c(-c2cc(OC)c(OC)c(OC)c2)csc1N,-1%,6%,nt,-19%,5.7%,i,nt,nt,nt

# Only part of the results is shown. The share of hits here may be higher or lower than overall.
